KB-V1 MDR tox: qHTS assay for MDR1-selective chemotherapeutics: Primary screen using the drug-selected MDR subline cells KB-V1. KB-V1 MDR cells viability, CellTiter-Glo, 72 h. AID 1347076, 2019. 400,000 tested, 3.4% active. Potency, µM (doses to about 46.1 µM), without a hit: at the top dose activity change, negative = cytotoxicity, most hits filed as cytotoxic; also: potency is read from the fitted curve at half-maximal effect; % is scaled to controls: 0 for no effect and ±100 for the full control effect; nearly all actives have a fitted effect of over 60% in size
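Cells of the MDR subline KB-V1 are plated, dosed with compound at multiple concentrations, and incubated 72 h at 37 degrees C; CellTiter-Glo is then added and luminescence read after 10 min.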
SW480 rerep: A quantitative high throughput screen for small molecules that induce DNA re-replication in SW480 colon adenocarcinoma cells; AID 624297, 2012; 340,000 tested, 1.8% active; SW480 DNA re-replication, Hoechst DNA content imaging, 48 h; Potency, µM (series often up to 46.1 µM), inactives show top-dose re-replication activation, actives largely listed as activators; also: potency is read from the fitted curve at half-maximal effect; % of control where 0% means no effect; nearly all actives have a fitted effect of over 55% in size
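Image-based DNA-content assay: after two days of treatment, nuclei were labelled with the DNA dye Hoechst and imaged, and hits were compounds raising the count of nuclei showing high fluorescence intensity.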
HT1080-NT tox: qHTS for induction of synthetic lethality in tumor cells producing 2HG: qHTS for the HT-1080-NT fibrosarcoma cell line. HT-1080-NT fibrosarcoma viability, CellTiter-Glo ATP luminescence, 48 h. Potency, µM (doses to about 46.1 µM), for the others: top-dose activity, negative = less viability, hits mostly cytotoxic. 360,000 tested, 1.6% active. AID 686970, 2013;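 also: NT is the 2HG producing partner of a matched IDH1 knockdown line; potency is read from the fitted curve at half-maximal effect; 0% = DMSO-treated cells and -100% = media-only wells without cells; nearly all actives have a fitted effect of over 55% in size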
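Compounds were tested in concentration-response format on HT-1080-NT cells for 48 hours at 37 degrees C. Cell viability came from CellTiter-Glo luminescence; curves were classified by r2, response magnitude and activity.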
DRD3 agonist: qHTS of D3 Dopamine Receptor Agonist: qHTS; D(3) dopamine receptor (Homo sapiens), P35462; D3R DiscoveRx beta-arrestin cells, luminescence, 90 min; max activation, %; 410,000 tested, 0.58% active; AID 652048, 2013; in the data active = max activation above about 30%; also: 0% is about no effect; mostly tested at two doses, the higher about 12 µM
Target sequence (P35462 whole entry, looked up): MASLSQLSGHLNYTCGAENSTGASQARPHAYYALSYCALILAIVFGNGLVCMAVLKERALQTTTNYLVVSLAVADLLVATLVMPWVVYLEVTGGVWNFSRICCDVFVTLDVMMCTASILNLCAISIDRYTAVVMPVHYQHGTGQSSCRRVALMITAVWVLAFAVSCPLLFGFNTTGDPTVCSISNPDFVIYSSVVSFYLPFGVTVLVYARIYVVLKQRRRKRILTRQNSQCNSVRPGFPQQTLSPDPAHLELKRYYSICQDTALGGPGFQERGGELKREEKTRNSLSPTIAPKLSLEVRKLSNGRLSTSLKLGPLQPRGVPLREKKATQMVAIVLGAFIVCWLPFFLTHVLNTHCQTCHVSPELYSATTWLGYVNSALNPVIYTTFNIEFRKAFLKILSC
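Agonist mode: compounds and dopamine controls were applied to plated cells for 90 min at 37 degrees C after an overnight attachment at 1500 cells/well. Luminescent read-out followed 30 - 60 minutes at room temperature with DiscoveRx detection reagent.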
MCF10A rereplic: A quantitative high throughput screen for small molecules that induce DNA re-replication in MCF 10a normal breast cells; MCF 10A DNA re-replication, Hoechst nuclear intensity, 48 h; Potency, µM (highest dose often 46.1 µM), without a hit: top-dose activity, positive = re-replication, actives largely listed as activators; 350,000 tested, 2.9% active; AID 624296, 2012; also: potency is read from the fitted curve at half-maximal effect; % of control where 0% means no effect; nearly all actives have a fitted effect of over 50% in size
HT1080 IDH1KD tx: qHTS for induction of synthetic lethality in tumor cells producing 2HG: qHTS for the HT-1080-IDH1KD cell line. HT-1080 IDH1 knockdown viability, ATP luminescence, 48 h. Potency, µM (top dose mostly 46.1 µM), for inactives: at the highest dose activity, negative = toxicity, hits mostly cytotoxic. 360,000 tested, 2% active. AID 686971, 2013;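 also: potency is read from the fitted curve at half-maximal effect; 0% = DMSO wells and -100% = cell-free medium wells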
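Luminescent ATP read-out (CellTiter-Glo, 10 min at room temperature) after 48 h compound exposure at 37 °C gave viability of IDH1-knockdown HT-1080 cells. Activity was normalised to DMSO and cell-free wells, then fitted as concentration-response curves.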
HEK293 tox: qHTS of GLP-1 Receptor Inverse Agonists: Cytotox Screen | HEK293 cAMP-luciferase reporter cells, luminescence, 24 h | Potency, µM (top dose mostly 38.3 µM), without a hit: at the highest dose activity change, negative = inhibition, actives largely listed as inhibitors | 410,000 tested, 0.13% active;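 also: loss of luciferase light is scored as toxicity; potency is read from the fitted curve at half-maximal effect; % is scaled to controls: 0 for no effect and ±100 for the full control effect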
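Here, cytotoxicity is scored as loss of luminescence. The MLSMR collection was tested on cells seeded in medium containing 10% Nu serum, with a 24 hr compound exposure preceded by 12 hours of culture.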
IL-1B inflam inh: qHTS for Inhibitors of Inflammasome Signaling: IL-1-beta AlphaLISA Primary Screen | THP-1 LPS/ATP IL-1B secretion, AlphaLISA, 16 h; hits give low values | AID 743279, 2014 | 360,000 tested, 4.7% active | activity change, % at 57.5 µM; in the data active = activity change below about -50%; inconclusive = mostly about -30% to -49%; also: % is scaled to controls: 0 for no effect and ±100 for the full control effect
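Secreted IL-1B measured by AlphaLISA bead assay after 16 h compound exposure of THP-1 cells; compounds (final up to 57.5 uM) added 1 h before LPS (250 ng/mL) and ATP (1.25 mM) stimulation; lower signal means less secretion.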
KB-3-1 tox: qHTS assay for MDR1-selective chemotherapeutics: Primary screen using the parental adenocarcinoma cell KB-3-1; Potency, µM (top dose mostly 46.1 µM), for inactives: at the highest dose activity change, negative = cytotoxic, usual class: cytotoxic; 400,000 tested, 1.4% active; KB-3-1 viability, CellTiter-Glo ATP luminescence, 72 h; also: potency is read from the fitted curve at half-maximal effect; % is scaled to controls: 0 for no effect and ±100 for the full control effect; nearly all actives have a fitted effect of over 60% in size
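Viability of parental KB-3-1 cells, measured by CellTiter-Glo luminescence, followed a 72 h incubation at 37 °C with pinned compounds in phenol-red-free DMEM containing 10% FBS.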
* hit, by the source's call; ? = inconclusive; · = not tested or not shown; [ ] = another dose, or the depositor's remark. Unless noted, calls follow the shape of the dose curve; as a rule, active = well fitted curve in the direction sought with a large enough effect; inconclusive = small, poorly fitted or top-dose-only effect, or another doubt; inactive = no such curve, though single readings can be large; an effect the other way counts as inactive or inconclusive.

The opening four compounds, ahead of the listing:
1) CCc1ccc2[nH]c(=O)c(CN(CCN(CC)CC)C(=S)NCc3ccco3)cc2c1
2) Cc1cc2nc(NC(=O)C3(C)CCN3C(=O)C(C)C)[nH]c2cc1C (stereo unspecified)
3) Cc1cc(NS(=O)(=O)c2ccc(NC(=O)COc3ccc(Cl)cc3Cl)cc2)no1
4) COCC1CCN(Cc2cn[nH]c2-c2cc3ccccc3o2)C1 (stereo unspecified)

Compound	1	2	3	4
KB-V1 MDR tox	?	-1%	-6%	5%
SW480 rerep	-31%[inhibitor]	·	-3%	11%
HT1080-NT tox	-21%	26%	0%	-6%
DRD3 agonist	-10	66*	-1	-14
MCF10A rereplic	6%	·	?	-7%
HT1080 IDH1KD tx	?	0%	-5%	-2%
HEK293 tox	2%	1%	-3%	6%
IL-1B inflam inh	-64*	6	7	-3
KB-3-1 tox	23µM*	0%	-15%	20%

The list itself, previewed entries included:
1) CCc1ccc2[nH]c(=O)c(CN(CCN(CC)CC)C(=S)NCc3ccco3)cc2c1
2) Cc1cc2nc(NC(=O)C3(C)CCN3C(=O)C(C)C)[nH]c2cc1C (stereo unspecified)
3) Cc1cc(NS(=O)(=O)c2ccc(NC(=O)COc3ccc(Cl)cc3Cl)cc2)no1
4) COCC1CCN(Cc2cn[nH]c2-c2cc3ccccc3o2)C1 (stereo unspecified)
5) COc1cc(/C=N/NC(=O)CSCc2ccc([N+](=O)[O-])cc2)cc(OC)c1OC
6) CCC(=O)c1ccc(OCc2cn(CC(=O)c3ccc(O)cc3)nn2)cc1
7) CC1CCCCC1NC(=O)CC1Oc2ccccc2NC1=O (stereo unspecified)
8) COc1ccc(NC(=O)CC2C(=O)N(c3ccc(Cl)cc3)C(=S)N2CCc2ccncc2)cc1 (stereo unspecified)

Compound	1	2	3	4	5	6	7	8
KB-V1 MDR tox	?	-1%	-6%	5%	-7%	12%	?	?
SW480 rerep	-31%[inhibitor]	·	-3%	11%	-1%	-7%	4%	?
HT1080-NT tox	-21%	26%	0%	-6%	6%	-10%	8%	?
DRD3 agonist	-10	66*	-1	-14	1	-19	7	-7
MCF10A rereplic	6%	·	?	-7%	2%	-41%[inhibitor]	-3%	73%
HT1080 IDH1KD tx	?	0%	-5%	-2%	12%	-9%	11%	?
HEK293 tox	2%	1%	-3%	6%	0%	1%	7%	-12%
IL-1B inflam inh	-64*	6	7	-3	0	-7	-2	-2
KB-3-1 tox	23µM*	0%	-15%	20%	1%	-5%	-2%	?

9) Cc1ccc(-c2nc3[nH]c(=O)cc(NC(=O)c4cccs4)n3n2)cc1
10) CSc1ccc(/C=N\Nc2nncn2N)cc1
11) COc1cc(/C=C2\C(=N)N3N=C(N4CCOCC4)SC3=NC2=O)ccc1OC(=O)c1ccccc1
12) Cc1cc(=O)[nH]c(SCC(=O)c2ccc(F)c(C)c2)n1
13) Cc1ccccc1/C=C\c1nc2ccccc2c(=O)n1Cc1ccccc1
14) O=c1c2ccccc2nc(SCc2ccccc2F)n1C1CCCC1
15) CC(C)(C)OC(=O)N1CCN(C(=O)c2[nH]cnc2C(=O)NCC(=O)OCc2ccccc2)CC1
16) O=C(COC(=O)c1cc[n+]([O-])cc1)Nc1ccccc1Sc1ccccc1

Compound	9	10	11	12	13	14	15	16
KB-V1 MDR tox	?	3%	?	-11%	?	-17%	0%	-17%
SW480 rerep	?	7%	0%	-2%	4%	-3%	-9%	-11%
HT1080-NT tox	1%	?	4%	-8%	-17%	1%	-2%	10%
DRD3 agonist	-12	1	-2	5	4	0	6	-1
MCF10A rereplic	16%	?	4%	4%	?	-9%	-19%	-4%
HT1080 IDH1KD tx	-8%	21µM*	-2%	1%	-12%	1%	13%	-1%
HEK293 tox	-2%	?	3%	-19%	-7%	-3%	5%	2%
IL-1B inflam inh	4	-2	-10	12	?	0	16	49
KB-3-1 tox	?	-12%	-1%	11%	-4%	-1%	13%	-11%

17) CCCC1(c2ccccc2)NC(=O)N(CC(=O)Nc2cc(S(=O)(=O)N3CCOCC3)ccc2Cl)C1=O (stereo unspecified)
18) COC(=O)c1ccc2c(c1)S(=O)(=O)NC(=NCCCN1CCOCC1)S2
19) NS(=O)(=O)c1ccc(CNC(=S)Nc2cc(S(=O)(=O)N3CCOCC3)ccc2Cl)cc1
20) Cc1ccc(C(=O)N/C(=C/c2cccs2)C(=O)N2CCCCCC2)cc1
21) CC(C)NC(=O)C1(C)CSCC(=O)N1CCCN1CCOCC1 (stereo unspecified)
22) COc1cc(/C=N/NC(=O)C(C)Nc2n[nH]c(=O)[nH]c2=O)ccc1O (stereo unspecified)
23) CCOC(=O)C1=C(c2ccccc2)NC(=O)NC1c1cc(OC)c(OC)cc1OC (stereo unspecified)
24) CCCN(CC(=O)Nc1ccccc1C)C(=O)c1ccc(Cl)c(S(=O)(=O)N2CCCC2)c1

Compound	17	18	19	20	21	22	23	24
KB-V1 MDR tox	-27%	?	0%	-10%	-7%	?	5%	-10%
SW480 rerep	-2%	-4%	-12%	1%	·	-5%	-1%	-120%[inhibitor]
HT1080-NT tox	0%	9%	11%	2%	19%	?	-10%	9%
DRD3 agonist	3	4	2	-6	3	4	3	-11
MCF10A rereplic	1%	-1%	2%	-4%	·	0%	2%	-24%
HT1080 IDH1KD tx	5%	13%	3%	-1%	12%	-6%	-1%	-3%
HEK293 tox	0%[7.66 µM]	-1%	-6%	4%	15%	10%	-4%	-6%
IL-1B inflam inh	22	15	-15	?	15	-5	-5	7
KB-3-1 tox	-2%	26%	8%	-5%	4%	?	7%	0%

25) CN(C)c1[nH]c(=O)c(C#N)c2c1CCN2Cc1ccccc1
26) Cc1cc(C(=O)CN2C(=O)C(=O)N(C3CCCC3)C2=O)c(C)n1-c1ccc(F)cc1
27) CCN(CC)C(=O)N1CCC(NC(=O)Cc2ccccc2)CC1
28) Cc1cc(C)cc(N2CC34C=CC(O3)C(C(=O)OCC(=O)NCc3ccco3)C4C2=O)c1 (stereo unspecified)
29) COc1ccc(C2c3c(oc4ccccc4c3=O)C(=O)N2CCCN2CCOCC2)cc1 (stereo unspecified)
30) CCOC(=O)CNC(=S)SC
31) CCOC(=O)C1=C(C)N(c2ccc(C)cc2)C(=O)/C1=C\c1ccc(O)c(OC)c1
32) CC(C)(C)NC(=O)COC(=O)c1ccc(Cl)nc1

Compound	25	26	27	28	29	30	31	32
KB-V1 MDR tox	14%	?	1%	-1%	5%	26%	13%	5%
SW480 rerep	-10%	-14%	-3%	-3%	-14%	254%	?	-4%
HT1080-NT tox	-1%	-13%	24%	-2%	3%	1%	-6%	-8%
DRD3 agonist	1	-1	-4	-3	-1	15	-20	1
MCF10A rereplic	19%	18%	-2%	-182%[0.0737 µM]	12%	0%	?	-1%
HT1080 IDH1KD tx	4%	-1%	0%	22%	5%	-7%	-6%	10%
HEK293 tox	-1%	-7%	8%	-2%	2%	-11%	-5%	-11%
IL-1B inflam inh	-14	1	0	11	7	2	0	16
KB-3-1 tox	3%	5%	11%	-3%	15%	-2%	?	17%

33) O=C(OCc1cc(=O)n2nc(-c3cccs3)sc2n1)c1ccccc1
34) O=C(Nc1cc2c3c(c1)CC(=O)N3CCC2)c1cccc(F)c1
35) Cc1ccc(OCCC(=O)NCCc2ccc(S(N)(=O)=O)cc2)cc1
36) COC(=O)C(C)Oc1ccc(=O)[nH]n1 (stereo unspecified)
37) Cc1ccc(C(=O)Nc2nnc(COc3ccccc3)s2)cc1
38) O=C(c1cccnc1)N1C2C=CC(C2)C1(C(F)(F)F)C(F)(F)F (stereo unspecified)
39) Cc1ccc2c(c1)C(=C(C#N)C#N)C(=O)N2CCN1CCCCC1
40) CC(=O)Oc1ccc(C(C)=O)c2c1OCCO2
41) CCN(CC)C(=S)SCC(=O)Nc1nc(-c2ccccc2)c(-c2ccccc2)o1
42) O=C(O)c1cccc(Nc2nc3ccccc3nc2NS(=O)(=O)c2cccs2)c1

Compound	33	34	35	36	37	38	39	40	41	42
KB-V1 MDR tox	25%	-2%	-11%	?	1%	-5%	20%	-3%	0%	?
SW480 rerep	·	-8%	-2%	-16%	2%	5%	-139%[inhibitor]	-12%	-4%	0%
HT1080-NT tox	·	4%	9%	2%	10%	11%	6%	1%	?	6%
DRD3 agonist	4	-10	2	0	-3	-13	-13	-1	-7	0
MCF10A rereplic	·	-3%	2%	-4%	-26%	-13%	-17%	-2%	15%	?
HT1080 IDH1KD tx	·	1%	6%	2%	13%	15%	10%	6%	?	0%
HEK293 tox	-4%	4%	-15%	13%	0%	-8%	1%	20%	-1%	3%
IL-1B inflam inh	·	-4	3	38	-1	5	-10	17	-6	4
KB-3-1 tox	4%	-10%	3%	23%	0%	3%	-3%	2%	?	4%

From PubChem BioAssay
